# From PubChem
# L3MBTL1 block: L3MBTL1 (human) inhibition. Potency, µM (highest dose often 57.1 µM), inactives show top-dose activity, negative = inhibition, hits mostly inhibitors. 230,000 compounds, 0.66% hits. AID 485360. Q9Y468. AlphaScreen L3MBTL1–H3K9me1 peptide binding; further: on the % scale 0 is the no-effect control and ±100 the full control effect; nearly all actives have a fitted effect of over 60% in size
# Target sequence (Q9Y468 whole entry, looked up): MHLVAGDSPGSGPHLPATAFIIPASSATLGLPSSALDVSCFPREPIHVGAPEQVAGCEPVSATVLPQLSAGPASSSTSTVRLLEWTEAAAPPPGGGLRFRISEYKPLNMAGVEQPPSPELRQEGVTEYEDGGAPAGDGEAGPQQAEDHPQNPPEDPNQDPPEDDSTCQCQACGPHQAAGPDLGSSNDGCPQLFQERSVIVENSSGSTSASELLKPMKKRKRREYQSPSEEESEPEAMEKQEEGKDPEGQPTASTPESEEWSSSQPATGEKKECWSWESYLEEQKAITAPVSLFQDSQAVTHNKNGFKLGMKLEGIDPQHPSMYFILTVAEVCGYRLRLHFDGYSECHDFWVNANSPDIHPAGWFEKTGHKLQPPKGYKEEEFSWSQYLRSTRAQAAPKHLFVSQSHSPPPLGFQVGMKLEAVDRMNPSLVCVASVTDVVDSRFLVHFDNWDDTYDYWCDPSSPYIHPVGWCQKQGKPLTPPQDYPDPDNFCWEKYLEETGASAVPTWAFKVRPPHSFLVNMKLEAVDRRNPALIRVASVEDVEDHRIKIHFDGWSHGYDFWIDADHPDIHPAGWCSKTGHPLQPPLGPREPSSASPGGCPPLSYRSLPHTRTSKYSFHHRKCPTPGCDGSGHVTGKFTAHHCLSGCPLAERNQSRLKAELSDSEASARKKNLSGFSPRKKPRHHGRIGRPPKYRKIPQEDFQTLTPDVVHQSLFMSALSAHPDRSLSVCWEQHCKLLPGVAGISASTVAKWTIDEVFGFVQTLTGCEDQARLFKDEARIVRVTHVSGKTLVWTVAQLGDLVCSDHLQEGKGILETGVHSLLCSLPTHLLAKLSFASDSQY
#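 AlphaScreen assay: L3MBTL1 (50 nM final) was preincubated 30 min at room temperature with biotinylated H3(1-15)K9me1 peptide (75 nM final), then 30 min with library compounds; streptavidin donor and nickel chelate acceptor beads (10 ug/mL final) added, 30 min dark.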
# RECQ1 helicase: inhibitors of human RECQ1 DNA helicase; P46063; RECQ1 DNA unwinding, red fluorescence kinetic read; Potency, µM (highest dose often 57.3 µM), inactives show top-dose activity, negative = inhibition, usual class: inhibitors; 240,000 compounds, 0.54% hits; AID 2549;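 further: plate controls were vehicle for no effect and no enzyme for full effect; nearly all actives have a fitted effect of over 30% in size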
#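 RECQ1T1 50 nM; forked duplex (20 bp + 30-nt ss tails) 200 nM, ATP 2 mM final; pH 8.0, 2 mM MgCl2, 2.5 ug/ml poly(dI-dC); 15 min compound preincubation; discontinuous kinetic read over 2 h at RT.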
# HTT cytoprotect: cytoprotection in Huntington HTT-Q103 PC12 cell model. PC12 HTT-Q103 induced, cytoprotection, ATP luminescence, 40 h. Potency, µM (titrated, usually from 56.4 µM), for inactives: cytoprotection (ATP increase), hits mostly activators. 230,000 compounds, 0.14% hits. AID 1471;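 further: % of control where 0% means no effect; nearly all actives have a fitted effect of over 45% in size; toxic huntingtin expression switched on by the ecdysone agonist tebufenozide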
#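 Compounds were screened for protection of PC12 cells against cell death after tebufenozide induction (100 nM final) of mutant Huntingtin exon 1 (Q103) fused to GFP.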
# TRb SRC2 PPI: inhibitors of human thyroid hormone receptor beta-SRC2 interaction; Potency, µM (titrated, usually from 106 µM), for the others: at the highest dose activity change, negative = inhibition, hits mostly inhibitors; 280,000 compounds, 0.065% hits; TRbeta-SRC2 peptide binding, fluorescence polarization; receptor liganded with 1 µM T3; P10828; AID 1469;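 further: plate controls were bound peptide for no effect and peptide without receptor for full effect; nearly all actives have a fitted effect of over 50% in size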
#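 Read-out is fluorescence polarization (555 nm excitation, 632 nm emission) of a Texas Red SRC2 coactivator peptide; loss of signal reflects blocked binding to human TRb ligand-binding domain in the presence of 1 uM T3.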
# Tau fibril FP: blocks human tau fibril formation measured by polarization; AID 1468; Potency, µM (top dose mostly 57.7 µM), without a hit: at the highest dose activity, negative = inhibition, most hits filed as inhibitors; 280,000 compounds, 0.39% hits; K18 P301L tau heparin fibrillization, Alexa594 FP, 6 h; further: on the % scale 0 is the no-effect control and ±100 the full control effect; nearly all actives have a fitted effect of over 55% in size
# Target sequence (P10636 561-689 P618L limits assumed): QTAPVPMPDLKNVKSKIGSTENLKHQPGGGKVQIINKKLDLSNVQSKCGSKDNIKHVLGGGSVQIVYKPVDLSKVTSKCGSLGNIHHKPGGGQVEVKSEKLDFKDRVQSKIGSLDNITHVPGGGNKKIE
#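 Quantitative HTS format: compounds meet 15 uM recombinant K18 P301L tau and Alexa 594-tau tracer in 100 mM sodium acetate pH 7; 20 uM heparin triggers fibrillization at 37 C over 6 hr; FP gives the signal.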
# TR SRC2 fluor cs: alters Texas Red total fluorescence, flagging assay interference; Potency, µM (top dose mostly 106 µM), for the others: top-dose fluorescence change, negative = quenching; 280,000 compounds, 0.29% hits; TRb/SRC2 Texas Red total fluorescence interference; active means well fitted curve in either direction with a large enough effect; inconclusive means small, poorly fitted or top-dose-only effect; further: on the % scale 0 is the no-effect control and ±100 the full control effect
#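 Human TRb ligand-binding domain at 0.6 uM with 20 nM Texas Red SRC2 peptide in Tris buffer containing 1 uM T3 and 5% DMSO, incubated with compound 5 h at ambient temperature. Total fluorescence (555/632 nm) calculated as parallel + 2 × perpendicular.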
# Tau fibril ThT: inhibitors of human tau fibril formation, thioflavin T binding. recombinant tau K18 P301L, heparin-induced fibrillization, ThT fluorescence. Potency, µM (top dose mostly 57.4 µM), inactives show at the top dose activity, negative = inhibition, most hits filed as inhibitors. P10636. 270,000 compounds, 2.1% hits; further: on the % scale 0 is the no-effect control and ±100 the full control effect; nearly all actives have a fitted effect of over 55% in size
#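 Fibril formation assay: tau K18 P301L at 15 uM with trace Alexa 594 label, heparin inducer 20 uM, pH 7 sodium acetate buffer, 37 C for 6 hr; endpoint ThT signal.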
# Tau fluor counter: counter-screen for tau fibril formation inhibitors; tau K18 P301L Alexa594 fluorescence, heparin fibrillization; Potency, µM (series often up to 57.7 µM), inactives show at the top dose activity change, negative = decrease; 280,000 compounds, 0.93% hits; AID 1463; further: on the % scale 0 is the no-effect control and ±100 the full control effect; nearly all actives have a fitted effect of over 55% in size
#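 Human tau K18 P301L (15 uM unlabeled, 0.24 uM Alexa 594-labeled) in 100 mM sodium acetate pH 7 with 20 uM heparin, 6 hr at 37 C. ThT 30 uM added, 1 hr ambient; Alexa 594 FP and total fluorescence read at 555/632 nm.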
# Active calls of the source: *; i = inactive; ? = inconclusive; nt = not tested or not shown; & = joins results of further samples; [ ] = remark or other dose. Unless noted, the call rests on the fitted dose curve; in most records, active means well fitted curve in the direction sought with a large enough effect; inconclusive means small, poorly fitted or top-dose-only effect, or another doubt; inactive means no such curve, though single readings can be large; an effect the other way counts as inactive or inconclusive. Potency means the concentration at half of the fitted maximal effect. The list is partial; count on the stated rates, not on these rows.
# The opening 6 entries (preview)
SMILES,L3MBTL1 block,RECQ1 helicase,HTT cytoprotect,TRb SRC2 PPI,Tau fibril FP,TR SRC2 fluor cs,Tau fibril ThT,Tau fluor counter
CC1CCCC(NC(=O)COC(=O)Cc2ccsc2)C1C (configuration not stated),nt,i,4%,2%,8%,2%,-16%,-5%
Cc1cccn2c(=O)c(C=NCc3ccccc3)c(NCCO)nc12,8%,1%,-16%,2%,-4%,4%,-11%,-2%
COc1ccc(CCNC(=O)c2ccc(-c3ccc([N+](=O)[O-])cc3Cl)o2)cc1OC,-15%,-11%,-6%[10 µM],2%,10%,-8%,?,?
CSCCC(NS(=O)(=O)c1ccc(C)cc1)C(=O)NC1CCCCC1 (configuration not stated),5%,i,nt,1%,-1%,1%,1%,6%
O=C(Cn1nc(-c2ccccc2)c2ccccc2c1=O)Nc1ccc2c(c1)nc1n2CCOC1,-4%,-5%,-16%,0%,-1%,-1%,?,-16%
Cc1ccc(C)c(-n2cc[nH]c2=S)c1,-5%,0%,1%[10 µM],-3%,1%,0%,-4%,-4%

# All compounds of this part (from the top)
SMILES,L3MBTL1 block,RECQ1 helicase,HTT cytoprotect,TRb SRC2 PPI,Tau fibril FP,TR SRC2 fluor cs,Tau fibril ThT,Tau fluor counter
CC1CCCC(NC(=O)COC(=O)Cc2ccsc2)C1C (configuration not stated),nt,i,4%,2%,8%,2%,-16%,-5%
Cc1cccn2c(=O)c(C=NCc3ccccc3)c(NCCO)nc12,8%,1%,-16%,2%,-4%,4%,-11%,-2%
COc1ccc(CCNC(=O)c2ccc(-c3ccc([N+](=O)[O-])cc3Cl)o2)cc1OC,-15%,-11%,-6%[10 µM],2%,10%,-8%,?,?
CSCCC(NS(=O)(=O)c1ccc(C)cc1)C(=O)NC1CCCCC1 (configuration not stated),5%,i,nt,1%,-1%,1%,1%,6%
O=C(Cn1nc(-c2ccccc2)c2ccccc2c1=O)Nc1ccc2c(c1)nc1n2CCOC1,-4%,-5%,-16%,0%,-1%,-1%,?,-16%
Cc1ccc(C)c(-n2cc[nH]c2=S)c1,-5%,0%,1%[10 µM],-3%,1%,0%,-4%,-4%
CC(C)c1onc(C(=O)NCc2cccs2)c1[N+](=O)[O-],nt,i,28%,-2%,1%,-1%,-11%,-8%
Cc1cccc(NC(=O)CCn2nc(C)cc2C)c1,-4%,-2%,3%,-2%,10%,-3%,-3%,7%
Cc1ccccc1OCCCn1c(-c2ccc(Cl)cc2)nc2ccccc2c1=O,nt,nt,nt,6%,-4%,-4%,3%,1%
Cc1ccccc1-n1c(SCC(=O)N(C)C2CCS(=O)(=O)C2)nnc1-c1ccncc1 (configuration not stated),-3%,-16%,4%[10 µM],-1%,4%,-3%,3%,0%
Cn1c(=O)[nH]c(=O)c2c1nc(SCCN1CCCCC1)n2Cc1ccccc1,10%,-2%,-6%[10 µM],9%,0%,-1%,-1%,4%
Cc1ccccc1OCC(=O)NCC(=O)N/N=C/c1cccc([N+](=O)[O-])c1,10%,i,-6%,-1%,2%,-3%,-12%,-2%
O=C(/C=C/Sc1ccccc1)c1ccc(Cl)cc1,nt,i,17%,-5%,-9%,1%,?,-10%
O=C(Nc1ccc(Br)c(Cl)c1)c1ccco1,8%,-1%,-17%[0.074 µM],10%,-3%,0%,-13%,-17%
O=C(CN1C(=O)C2(OCCO2)c2ccccc21)c1ccc(F)cc1,-5%,i,0%,-3%,2%,1%,-2%,-9%
O=C(NNC(=O)c1cccc(-n2cnnn2)c1)c1ccccc1,nt,-2%,-2%,2%,-4%,-8%,-3%,-11%
O=C(Cc1nc2ccccc2[nH]c1=O)c1ccc(Cl)cc1,-15%,10%,-11%[10 µM],4%,-9%,0%,?,-17%
O=C(COc1ccccc1Cl)Nc1nc(-c2cccs2)cs1,-1%,i,-15%,6%,?,-3%,-8%,?
COc1cc(NS(=O)(=O)c2cccc3nsnc23)c(C(=O)O)cc1OC,4%,-16%,-17%[10 µM],-23%,8%,0%,1%,1%
CCCCNS(=O)(=O)c1ccc(S(=O)(=O)N2CCC3(CC2)OCCO3)cc1,34%[activator],2%,-15%[10 µM],0%,7%,-6%,-6%,-11%
CCCCCCn1c(=O)c(F)cn(Cc2ccc(OC)c([N+](=O)[O-])c2)c1=O,-6%,-9%,1%[10 µM],1%,-6%,3%,-19%,?
Cn1c(=O)c2[nH]c(C3CCCC3)nc2n(C)c1=O,nt,-15%&21%,?,-1%&0%&-2%,-5%&-12%&5%,2%&-2%&0%,-8%&7%&2%,-13%&3%&-6%
COc1cc2c(cc1OC)C(C)N(C(=O)c1c(-c3ccccc3)noc1C)CC2 (configuration not stated),6%,i,-25%[10 µM],-6%,11%,-5%,14%,16%
COc1ccc(-n2ncc3c(N4CCN(c5cc(C)ccc5C)CC4)ncnc32)cc1,nt,-10%,-7%,-9%,6%,-2%,?,-6%
CC(C)c1ccc(NC(=S)NNC(=O)c2cccs2)cc1,-14%,i,16%[10 µM],6%,10%,-2%,-12%,-11%
# (listing goes on)
SMILES,L3MBTL1 block,RECQ1 helicase,HTT cytoprotect,TRb SRC2 PPI,Tau fibril FP,TR SRC2 fluor cs,Tau fibril ThT,Tau fluor counter
COc1ccccc1Nc1nc2nonc2nc1N1CCC(C)CC1,-14%,8%,-13%[10 µM],8%,3%,-3%,11%,9%
COc1cc(CN(C(=O)Nc2cccc(Cl)c2)c2ccccn2)cc(OC)c1OC,nt,nt,nt,0%,-9%,-16%,9%,-19%
CCOc1cc(C=O)c(Br)cc1OC1CCCC1,17%,-6%,-27%,-2%,-1%,-1%,-15%,-3%
CC(C)(C)c1ccc(OCC(=O)N/N=C/c2ccsc2)cc1,2%,-9%,20%[10 µM],2%,-2%,5%,-17%,-15%
CCC1=C(OC(=O)N(CC)CC)N2C(=O)OC(=NCCc3c[nH]c4ccccc34)[C@]2(Cc2ccccc2)[C@H]2C1=CC[C@H]1C(=O)N(CC)C(=O)[C@H]12,nt,-21%,-15%,2%&3%,8%&1%,-5%&-2%,?,?
CC(=O)N1CCN=C1SCc1ccc(F)cc1,nt,-10%,-6%,-17%,7%,-3%,-12%,2%
Cc1ccc(C)c(NC(=O)Cn2cc(S(=O)(=O)N3CCCC3)c(S(=O)(=O)N3CCCC3)c2)c1,nt,nt,nt,0%,-2%,0%,0%,-11%
Nc1nc2c(nc(Br)n2C2OC(CO)C(O)C2O)c(=O)[nH]1 (configuration not stated),nt,-8%,nt,1%,-10%,5%,-6%,-9%
COc1ccccc1NC(=O)C1=C(C)Nc2nnnn2C1c1cc(Br)c(O)c(OC)c1 (configuration not stated),nt,nt,nt,-2%,0%,2%,-15%,-17%
COc1ccc(NC(=O)C2CCN(C(=O)c3sc4nc[nH]c(=O)c4c3C)CC2)c(OC)c1,nt,nt,nt,3%,0%,-7%,-12%,-18%
CSc1nn(Cc2cccc(Cl)c2)c(N(C(C)=O)C(C)=O)c1S(=O)(=O)c1ccccc1,nt,nt,nt,-2%,?,-3%,?,-19%
CCC1=NN(C(=O)C(=O)Nc2ccc(Br)cc2)C(O)(C(F)(F)F)C1 (configuration not stated),nt,0%,-87%[inhibitor],6%,1%,-2%,?,-18%
COc1ccc(OCC(O)Cn2c(=N)n(Cc3ccccc3)c3ccccc32)cc1 (configuration not stated),-11%,-5%,12%[10 µM],-1%,2%,0%,-16%,-1%
O=C(Nc1nc2ccc(F)cc2s1)c1nc(S(=O)(=O)Cc2ccccc2F)ncc1Cl,nt,nt,nt,-4%,-11%,-3%,10µM*,-21%
Cc1cc(-c2cccnc2)c(C#N)c(SCc2cccc(F)c2)n1,15%,i,-42%[inhibitor],2%,-10%,1%,-1%,-10%
CCN(C(=O)CSc1nnc(-c2ccccc2)o1)c1c(N)n(Cc2ccccc2)c(=O)[nH]c1=O,nt,-2%,-24%,4%,6%,3%,1%,-1%
CCC(CC)C(=O)c1c[nH]c(C(=O)N2CCN(c3ccc(OC)cc3)CC2)c1,14%,-2%,17%[10 µM],-4%,6%,1%,0%,-7%
CCOC(=O)c1csc(NC(=O)CCSc2ccccc2)n1,-13%,i,-3%,4%,3%,-2%,-12%,-6%
Cc1ccc(NC(=O)c2ccc(Nc3c([N+](=O)[O-])cc([N+](=O)[O-])cc3[N+](=O)[O-])cc2)cc1,-13%,-1%,nt,6%,-12%,-1%,?,?
COc1ccc(C(C)=O)cc1CS(=O)(=O)CC(=O)O,4%,-14%,-9%[10 µM],3%,11%,-4%,0%,9%
C/C(=N\NC(=O)c1[nH]c2c([N+](=O)[O-])cc(C)cc2c1-c1ccccc1)c1cccnc1,-1%,-10%,-22%,3%,-3%,-3%,?,-18%
CC(=O)c1ccc(Oc2cc(C)nc(NCc3ccccc3)n2)cc1,11%,i,-25%,-5%,0%,-4%,-12%,-19%
COC(=O)c1ccc(NC(=O)Cn2ccn3nc(-c4ccc(OC)cc4)cc3c2=O)cc1,nt,nt,nt,-1%,-13%,-1%,-15%,-15%
Clc1ccccc1-c1nnc2sc(-c3ccncc3)nn12,nt,-9%,-10%,4%,-4%,-3%,-14%,-11%
C/C(=N/NC(=O)CN1CCN(S(=O)(=O)c2ccc(C)cc2)CC1)c1ccco1,-1%,-1%,10%[10 µM],3%,-4%,-1%,-12%,-13%
COc1cc(C2/C(=C(\O)c3cc(C)ccc3C)C(=O)C(=O)N2CCN(C)C)ccc1O (configuration not stated),-10%,-5%,-17%,-10%,-17%,2%,-4%,0%
COc1ccc(Cl)cc1Nc1cc(C)nc2nc(C)nn12,7%,i,-1%,6%,-7%,0%,1%,-3%
O=C(CSc1ccccc1)N(c1ccc(Br)cc1)c1nccs1,14%,-1%,0%[10 µM],1%,0%,0%,-11%,-23%
Cc1cc(NC(=O)Nc2cc(F)ccc2F)no1,nt,i,6%[10 µM],0%,3%,-2%,-5%,-13%
O=C(CSc1nc2ccsc2c(=O)n1-c1ccc(Br)cc1)NCc1ccccc1,nt,nt,nt,-10%,-14%,-2%,2%,-4%
